Screening data (PubChem)
SMARCA2 activ: increases SMARCA2 function in MMTV reporter cells; MG213 cells, MMTV-luciferase reporter, dexamethasone, overnight; activation, % at 9.1 µM; hit rate 1% among 370,000; in the data active = activation above about 7.8%;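 also: 0% = vehicle wells and 100% = reference activator wells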
Rev-erbA mod: modulates human Rev-erb alpha binding to DNA; activity, % at 10 µM; Rev-erbα–FITC-DNA binding, fluorescence polarization, 90 min; hit rate 0.79% among 370,000; AID 1259318; P20393;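 active = activity above about 14%, limit read from the data; passing the limit was not always enough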;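 also: 0% = DMSO wells with 35 nM protein and 100% = DMSO wells with 750 nM protein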
Target sequence (P20393 whole entry, looked up): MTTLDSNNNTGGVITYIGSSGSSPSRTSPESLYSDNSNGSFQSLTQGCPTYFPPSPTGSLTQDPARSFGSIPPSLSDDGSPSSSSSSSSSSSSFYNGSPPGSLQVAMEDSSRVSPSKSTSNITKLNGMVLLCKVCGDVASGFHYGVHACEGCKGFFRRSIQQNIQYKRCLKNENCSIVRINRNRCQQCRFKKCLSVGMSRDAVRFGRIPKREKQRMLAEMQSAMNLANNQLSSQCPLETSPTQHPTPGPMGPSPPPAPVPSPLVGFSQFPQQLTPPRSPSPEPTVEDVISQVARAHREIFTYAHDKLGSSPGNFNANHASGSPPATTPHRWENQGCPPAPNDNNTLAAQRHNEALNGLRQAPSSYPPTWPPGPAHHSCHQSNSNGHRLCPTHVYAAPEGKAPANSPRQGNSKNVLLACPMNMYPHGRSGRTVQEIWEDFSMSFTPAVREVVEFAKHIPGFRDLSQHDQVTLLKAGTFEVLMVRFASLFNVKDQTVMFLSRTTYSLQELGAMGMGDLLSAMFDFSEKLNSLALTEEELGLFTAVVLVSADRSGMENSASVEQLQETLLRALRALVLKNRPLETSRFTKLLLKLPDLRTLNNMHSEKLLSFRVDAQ
PG9 Ab binder: PG9 antibody binding by small molecule | TR-FRET gp120-PG9 antibody binding | inhibition, % at 6.7 µM | hit rate 0.43% among 360,000; in the data active = inhibition above about 8.5%
HTRA1 inhibitor: blocks human HTRA1 serine peptidase; Q92743; recombinant HTRA1, FP-rhodamine activity-based probe, fluorescence polarization; inhibition, % at 5.96 µM; hit rate 0.5% among 340,000; AID 504803; in the data active = inhibition above about 36%;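 also: 0% = enzyme with DMSO and 100% = wells lacking enzyme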
ARFGAP1 inhibitor: inhibits rat ARF GTPase activating protein 1; inhibition, % at 16.5 µM; hit rate 0.26% among 360,000; Q62848; Arfgap1-stimulated ARF1 GTP hydrolysis, GDP FP detection;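 active = inhibition above a per-plate limit, mean inhibition of low control wells plus 3 SD, cut at about 25% in these data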;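 also: 0% = DMSO wells with enzyme and 100% = wells lacking Arfgap1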
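Material: rat Arfgap1 catalytic domain, aa 1-136; also added: human ARF1(Δ1-17)-GTP substrate; compound dosing: one concentration, 16.5 µM, DMSO 1.26%; incubation: GTP hydrolysis reaction 2 h at 25 °C; measured by: Tracer-displacement fluorescence polarization with EDTA stop, 620/688 nm; evaluation: % inhibition from polarization; repeats: one replicate per compound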
rCAG binder: molecules binding r(CAG) RNA repeats. r(CAG) RNA repeat, TO-PRO-1 dye displacement fluorescence. inhibition, % at 3 µM. hit rate 1.3% among 370,000. AID 651821;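 active = inhibition above the plate cutoff, the mean of all test compounds on that plate plus 3 SD, cut at about 35% in these data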;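 also: 0% = DMSO alone and 100% = 100 µM mitoxantrone as full dye displacement; higher means more dye released from RNA so lower well fluorescence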
ASAP1 inh: blocks human ASAP1-stimulated Arf1 GTP hydrolysis; Q9ULH1; GDP FP detection; inhibition, % at 16.5 µM; hit rate 0.19% among 360,000; AID 624377; in the data active = inhibition above about 25%;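 also: 0% = vehicle with enzyme and substrate and 100% = no enzyme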
Target sequence (Q9ULH1 325-724 limits assumed): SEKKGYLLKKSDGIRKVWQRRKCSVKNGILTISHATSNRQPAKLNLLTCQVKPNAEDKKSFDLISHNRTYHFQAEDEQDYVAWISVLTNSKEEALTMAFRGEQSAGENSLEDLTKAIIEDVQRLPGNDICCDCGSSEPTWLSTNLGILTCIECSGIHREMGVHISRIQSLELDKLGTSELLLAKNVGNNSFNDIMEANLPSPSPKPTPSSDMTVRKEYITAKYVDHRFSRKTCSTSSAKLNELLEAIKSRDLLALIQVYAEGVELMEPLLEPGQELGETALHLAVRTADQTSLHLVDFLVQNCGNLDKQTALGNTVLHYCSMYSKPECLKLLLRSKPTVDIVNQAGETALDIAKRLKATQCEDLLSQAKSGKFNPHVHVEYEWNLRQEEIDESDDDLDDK
NPR2 activator: GC-B (human) receptor activation; HEK293-GC-B cells, CNP EC30, cGMP TR-FRET; 0% at EC30 CNP, 100% saturating CNP; activation, % at 10 µM; hit rate 0.11% among 370,000; AID 1920062;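 active = activation at 10 µM reaching about 35% in either raw or pattern-adjusted values, limit read from the data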
GC-A act: GC-A (human) enzyme activation; P16066; HEK293 GC-A cells, cGMP TR-FRET, EC30 ANP; 0% at EC30 ANP, 100% saturating ANP; activation, % at 10 µM; hit rate 0.14% among 370,000; AID 1671463; in the data active = activation above about 40%
mABHD4 FP: inhibitors of mouse ABHD4 | Q8VD66 | purified mABHD4, FP-Rh probe fluorescence polarization | inhibition, % at 8.92 µM | hit rate 0.54% among 370,000;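 active = inhibition exceeding the mean over every tested compound plus 3 SD, cut at about 30% in these data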;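 also: 0% = plate median of compound wells and 100% = S159A mutant with DMSO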
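assay system = mABHD4 protein | compound dosing = single nominal dose of 8.92 µM, 0.89% DMSO final | read-out basis = percent inhibition of probe binding, normalized to plate controls | schedule = Enzyme–compound pre-incubation 45 min, then probe 60 min, both 25 °C | detection = fluorescence polarization, excitation 525 nm, emission 598 nm, BODIPY TMR filters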
Active calls of the source: *; / = not tested or not shown.

1	COc1cc2ccccc2cc1C(=O)N(CCN(C)C)c1nc2ccc(C)cc2s1
2	CC(=O)NC(=O)c1cnn(-c2ccccc2)c1N
3	O=S(=O)(NCc1cn2ccccc2n1)c1ccccc1F
4	CCOC(=O)[C@]12CCCC=C1N(Cc1ccco1)C(=O)[C@H](CC(=O)N1CCOCC1)C2
5	CN(C)S(=O)(=O)c1cccc(NC(=O)COC(=O)COc2ccccc2[N+](=O)[O-])c1
6	CN1CCCC(CC2Oc3ccccc3Sc3ccccc32)C1 (centres undefined)
7	CC(=O)c1cccc(NC(=O)C(=O)Nc2cccc3ccccc23)c1
8	CCCn1c(=O)c(C(=O)NCc2ccc3c(c2)OCO3)c(O)c2ccccc21

entry no. | 1 | 2 | 3 | 4 | 5 | 6 | 7 | 8
SMARCA2 activ | -2 | -2 | -2 | 0 | -1 | -2 | 2 | -4
Rev-erbA mod | 5 | 2 | -4 | -2 | -4 | 2 | -5 | 8
PG9 Ab binder | -1.5 | -2.1 | 2.5 | 0.5 | -0.7 | -2.1 | -0.1 | 1.6
HTRA1 inhibitor | -29 | 5 | 6 | / | -2 | 5 | -1 | 7
ARFGAP1 inhibitor | 5 | 14 | -16 | 11 | -1 | 5 | -2 | 8
rCAG binder | -3 | 5 | 0 | -2 | 4 | 2 | -1 | -1
ASAP1 inh | -1 | -6 | -4 | 0 | 2 | 8 | 0 | 1
NPR2 activator | -20 | 0 | 7 | 4 | -6 | -14 | -3 | 3
GC-A act | -12 | -2 | 3 | 3 | -2 | -36 | -1 | -2
mABHD4 FP | 13 | -3 | -5 | 1 | 2 | 17 | -10 | 2

9	Cc1ccc(N2CC(C(=O)NCc3ccco3)CC2=O)cc1Cl (centres undefined)
10	Cc1ccc(S(=O)(=O)NCCC(=O)NC2CCCCCC2)cc1C
11	CCCOc1ccc(C(=O)Nc2ccc3c(c2)OCO3)cc1
12	C=CCc1cccc(/C=N/c2ncccc2O)c1O
13	O=C(Nc1ccncc1)c1ccc(Cl)c([N+](=O)[O-])c1
14	Cc1cccc(NC(=O)CN2CCN(CC(=O)Nc3ccc(-c4ccccc4)cc3)CC2)c1C
15	O=C(O)CCN1C(=O)/C(=C/c2ccc(F)cc2F)SC1=S
16	Cc1cc(C2=CC(=O)C[C@H](c3ccc4c(c3)OCO4)C2)ccc1F

entry no. | 9 | 10 | 11 | 12 | 13 | 14 | 15 | 16
SMARCA2 activ | -2 | -3 | 2 | 0 | -1 | -2 | / | 0
Rev-erbA mod | -2 | -1 | 10 | 0 | -19 | -1 | 1 | 6
PG9 Ab binder | 1.4 | -0.5 | -0.2 | -9.9 | -1.0 | 1.8 | / | -0.8
HTRA1 inhibitor | 0 | 9 | -1 | 10 | 1 | -1 | / | -58
ARFGAP1 inhibitor | -3 | 12 | 3 | 5 | 15 | 1 | / | 0
rCAG binder | 0 | -1 | -4 | 3 | 2 | -7 | / | 1
ASAP1 inh | 0 | -2 | -6 | 6 | 1 | 10 | / | -13
NPR2 activator | 2 | 2 | 2 | 0 | -6 | 3 | -5 | 5
GC-A act | 1 | -1 | 3 | 2 | -1 | 2 | -1 | 9
mABHD4 FP | 1 | -2 | 2 | 25 | 0 | 5 | 6 | 5

17	O=C(NCc1ccc2c(c1)OCO2)c1ccc2c(c1)C(=O)N(Cc1cccnc1)C2=O
18	CCOC(=O)c1c(-c2ccco2)csc1NC(=O)COC(=O)c1cnc(C)cn1
19	COc1ccc(Nc2nc(Cl)nc(NCc3ccco3)n2)c(OC)c1
20	N#Cc1ccc(NCCc2ccccn2)c([N+](=O)[O-])c1
21	O=Cc1ccc(OCc2cccc(C(F)(F)F)c2)cc1O
22	CCOc1ccc(NC(=O)c2cc3ccccc3cc2O)cc1
23	CC(=O)Nc1ccc(S(=O)(=O)Nc2nnc(CC(C)(C)C)s2)cc1
24	COc1ccc(CCn2c(Br)nc3c2c(=O)[nH]c(=O)n3C)cc1

entry no. | 17 | 18 | 19 | 20 | 21 | 22 | 23 | 24
SMARCA2 activ | 1 | -1 | -4 | -2 | -3 | 5 | -2 | -1
Rev-erbA mod | 0 | -21 | 2 | 4 | -2 | -5 | 1 | -1
PG9 Ab binder | -0.6 | 1.0 | 0.9 | -0.1 | 1.4 | 3.4 | -1.1 | 1.5
HTRA1 inhibitor | -4 | -8 | -1 | -1 | -10 | 4 | 6 | 2
ARFGAP1 inhibitor | 11 | 5 | 11 | -3 | -16 | 1 | 0 | 4
rCAG binder | -6 | 34 | 6 | -3 | 2 | 15 | 6 | -2
ASAP1 inh | -8 | -3 | -19 | 3 | -5 | 3 | 3 | -1
NPR2 activator | -7 | -4 | 3 | -2 | 2 | 1 | 12 | 1
GC-A act | -5 | -5 | 20 | -5 | -2 | 3 | 5 | 7
mABHD4 FP | -5 | 11 | 2 | 0 | -4 | 16 | 0 | 11

25	Nc1ccc2[nH]ncc2c1
26	CN1Cc2cc(C(=O)c3ccccc3O)cnc2NC1=O
27	N#Cc1c(Nc2ccccc2)c(/C=N/NCCO)c[nH]c1=O
28	CC(c1ccccc1)N1C(=O)/C(=C/c2ccncc2)SC1=S (centres undefined)
29	O=C1N(c2ccccc2)c2ccccc2C1(O)C(F)(F)F (centres undefined)
30	Cc1ccc(SCCOCCN2CCc3ccccc3C2)cc1
31	COc1cc(CNC(=O)CCn2nc(C)c3c(C)n(-c4ccccc4)nc3c2=O)cc(OC)c1OC
32	CCC(C)(C)NC(=O)C(c1cccn1C)N(C(=O)Cn1nnc2ccccc21)c1ccc(OC)cc1 (centres undefined)

entry no. | 25 | 26 | 27 | 28 | 29 | 30 | 31 | 32
SMARCA2 activ | -3 | 3 | 1 | -5 | -4 | -3 | -1 | 1
Rev-erbA mod | -6 | -8 | 1 | 4 | 2 | 2 | 2 | -2
PG9 Ab binder | -4.0 | -0.1 | -1.7 | -1.3 | -1.6 | -0.6 | -3.0 | -1.2
HTRA1 inhibitor | 13 | -10 | 3 | -7 | 0 | -3 | -4 | -5
ARFGAP1 inhibitor | -4 | 2 | -4 | 2 | -18 | -7 | -2 | -1
rCAG binder | 4 | 4 | 10 | 5 | 3 | -8 | -7 | 1
ASAP1 inh | -1 | 1 | -1 | -3 | 0 | 5 | -1 | -9
NPR2 activator | -6 | -1 | -3 | 0 | 0 | 2 | 1 | -5
GC-A act | -5 | -1 | 0 | 0 | 0 | 2 | 4 | 0
mABHD4 FP | 10 | 2 | -3 | -12 | -12 | 17 | -2 | -2

Entries of single compounds, looked up by structure.
`O=C1N(c2ccccc2)c2ccccc2C1(O)C(F)(F)F` (centres undefined) across the screens: SMARCA2 activ: -4; Rev-erbA mod: 2; PG9 Ab binder: -1.6; HTRA1 inhibitor: 0; ARFGAP1 inhibitor: -18; rCAG binder: 3; ASAP1 inh: 0; NPR2 activator: 0; GC-A act: 0; mABHD4 FP: -12
`CC(c1ccccc1)N1C(=O)/C(=C/c2ccncc2)SC1=S` (centres undefined) across the screens: SMARCA2 activ: -5; Rev-erbA mod: 4; PG9 Ab binder: -1.3; HTRA1 inhibitor: -7; ARFGAP1 inhibitor: 2; rCAG binder: 5; ASAP1 inh: -3; NPR2 activator: 0; GC-A act: 0; mABHD4 FP: -12
`N#Cc1c(Nc2ccccc2)c(/C=N/NCCO)c[nH]c1=O` across the screens: SMARCA2 activ: 1; Rev-erbA mod: 1; PG9 Ab binder: -1.7; HTRA1 inhibitor: 3; ARFGAP1 inhibitor: -4; rCAG binder: 10; ASAP1 inh: -1; NPR2 activator: -3; GC-A act: 0; mABHD4 FP: -3

Just rCAG binder and Rev-erbA mod, for 2 of the compounds above:
nr | SMILES | rCAG binder | Rev-erbA mod
15 | O=C(O)CCN1C(=O)/C(=C/c2ccc(F)cc2F)SC1=S | / | 1
16 | Cc1cc(C2=CC(=O)C[C@H](c3ccc4c(c3)OCO4)C2)ccc1F | 1 | 6

New compounds follow
33	COc1ccc(/C=C/C=N/NC(=O)COc2ccc(OC)cc2)cc1
34	COC(=O)C1CCN(C(=O)COc2ccc(Cl)cc2)CC1
35	Cc1[nH]oc(=O)c1N=Nc1ccccc1
36	CCCCNC(=O)C[C@@H]1C[C@@]2(C(=O)OCC)CCC=C2N(Cc2ccc3c(c2)OCO3)C1=O
37	O=C(N1CCCCCC1)N1CCN(C(=O)N2CCOCC2)CC1
38	COc1cccc(/C=C/C(=O)N2CCN(S(=O)(=O)c3ccccc3)CC2)c1OC
39	O=c1[nH][nH]c(-c2ccccc2)c1C=Nc1ccccc1Cl
40	CC1CN(C(=O)C(C)N2CCN(c3ccccc3Cl)CC2)CC(C)O1 (centres undefined)

entry no. | 33 | 34 | 35 | 36 | 37 | 38 | 39 | 40
SMARCA2 activ | 0 | -3 | -3 | -3 | 3 | 0 | 0 | -3
Rev-erbA mod | -6 | -2 | 2 | 4 | -4 | 0 | 1 | -4
PG9 Ab binder | -2.5 | 0.3 | -1.2 | -1.7 | 0.5 | -0.2 | 1.5 | 2.0
HTRA1 inhibitor | 2 | 8 | -3 | / | -5 | 2 | -3 | -3
ARFGAP1 inhibitor | 15 | 10 | 3 | 0 | 0 | 10 | -4 | 0
rCAG binder | -3 | -3 | -2 | -2 | -4 | -5 | 0 | -7
ASAP1 inh | -3 | 0 | 4 | -3 | -3 | -1 | -18 | -10
NPR2 activator | -8 | 4 | 2 | 2 | 5 | -7 | -3 | -5
GC-A act | 1 | 6 | -2 | -4 | 2 | -20 | 0 | -1
mABHD4 FP | 1 | 5 | 3 | 2 | -6 | 5 | 5 | 0

41	COC1CCCN(Cc2c(C(=O)N3CCN(C4CCCCC4)CC3)nc3ccccn23)C1 (centres undefined)
42	CCCCCC(=O)Nc1ccc(N2CCN(CC)CC2)c(Cl)c1
43	CN1CCN(C2CN(C3CCCC3)S(=O)(=O)C2)CC1 (centres undefined)
44	CC(=O)c1ccc(N2CCN(C(=O)Cc3n[nH]c(=O)c4ccccc34)CC2)cc1
45	O=C(NC1CCCCC1)C(c1ccncc1)N(C(=O)c1csnn1)c1ccccc1F (centres undefined)
46	OCC1(Cc2ccc(Cl)cc2)CCN(Cc2ccc(F)c(F)c2)CC1
47	COc1ccccc1/C=C\C=N\n1c(-c2ccc(Cl)cc2Cl)n[nH]c1=S
48	Cc1ccc(-c2nnc(-c3ccc(NC(=O)c4ccco4)cc3)o2)cc1
49	Cn1c2cc(S(C)=O)sc2c2cnn(Cc3cccc(N)c3)c(=O)c21 (centres undefined)
50	Cc1ccc2c(c1)N(CC(=O)N1CCN(C3CCCCC3)CC1)C(=O)CO2

entry no. | 41 | 42 | 43 | 44 | 45 | 46 | 47 | 48 | 49 | 50
SMARCA2 activ | 1 | 2 | -2 | -1 | -5 | 0 | 1 | 0 | / | -1
Rev-erbA mod | 6 | -1 | -3 | -6 | 9 | -3 | 0 | -8 | -6 | -1
PG9 Ab binder | -3.9 | -0.8 | 0.4 | 2.2 | -0.8 | 1.8 | 2.7 | 0.6 | / | 0.6
HTRA1 inhibitor | 1 | 3 | / | 3 | 0 | -5 | -7 | -19 | / | -5
ARFGAP1 inhibitor | -7 | 7 | -20 | -3 | -6 | 2 | 8 | -9 | / | 16
rCAG binder | -13 | -5 | 0 | -3 | -4 | 1 | 23 | 4 | / | -3
ASAP1 inh | 12 | 14 | 8 | 9 | 5 | 4 | 8 | -10 | / | 1
NPR2 activator | 3 | 4 | 2 | 1 | 1 | -8 | -1 | -13 | -1 | -3
GC-A act | 1 | 1 | 3 | -3 | -3 | -7 | 3 | -10 | 3 | -3
mABHD4 FP | -1 | 4 | 11 | 3 | -3 | 3 | -13 | 1 | -2 | -4
